Compound activity: PubChem, Sanford-Burnham Center for Chemical Genomics
XBP1 UPR activ = adaptive UPR (XBP1) activation; CHO-XBP1 luciferase reporter, IRE1-XBP1 UPR activation, luminescence; percent of tunicamycin response, DMSO as zero; activation, % at 20 µM; actives 0.33% (n = 330,000); AID 463104;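 active means versus positive control, 20 µM dose yields 30% or more activation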;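 further: 100% = tunicamycin at 10 µg/mL and 0% = DMSO only wells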
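Test system: CHO-XBP1 luciferase reporter cells | Buffer or medium: Serum-containing F12 medium, 10% FBS | Schedule: 6 h compound exposure at 37 °C, 5% CO2 | Detection: Steady-Glo luciferase glow luminescence, 10 min after reagent addition | Read-out basis: Activation, % of tunicamycin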
APJ antag = antagonists of human APJ apelin receptor; P35414; inhibition, % at 20 µM; actives 0.32% (n = 330,000); CHO-K1 APJ beta-arrestin complementation, luminescence;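 active means inhibition above about 40% at 20 µM, limit read from the data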;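 further: cells challenged with 10 nM apelin-13 agonist together with compound; plate controls were apelin-13 plus DMSO wells for no effect and DMSO wells lacking apelin-13 for full effect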
Target sequence (P35414 whole entry, looked up): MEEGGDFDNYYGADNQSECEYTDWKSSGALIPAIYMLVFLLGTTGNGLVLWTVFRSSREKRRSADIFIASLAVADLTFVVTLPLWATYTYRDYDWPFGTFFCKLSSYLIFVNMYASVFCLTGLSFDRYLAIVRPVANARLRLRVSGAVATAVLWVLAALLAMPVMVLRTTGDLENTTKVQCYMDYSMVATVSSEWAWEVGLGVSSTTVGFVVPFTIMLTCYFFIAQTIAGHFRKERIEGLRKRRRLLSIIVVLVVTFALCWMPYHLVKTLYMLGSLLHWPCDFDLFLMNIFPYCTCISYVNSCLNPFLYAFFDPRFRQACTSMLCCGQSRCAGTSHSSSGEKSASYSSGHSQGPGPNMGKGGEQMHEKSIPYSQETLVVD
CCR6 antag = CCR6 (human) receptor antagonism; P51684; CHO-K1 CCR6 PathHunter beta-arrestin, luminescence, CCL20-stimulated; inhibition, % at 20 µM; actives 0.49% (n = 340,000); AID 493098;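 active means compounds whose inhibition of the agonist-driven luminescence signal at 20 µM reaches about 50%, limit read from the data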;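 further: cells stimulated with CCL20 at 14 nM final; plate controls were DMSO with CCL20 for no effect and DMSO without agonist for full effect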
Target sequence (P51684 whole entry, looked up): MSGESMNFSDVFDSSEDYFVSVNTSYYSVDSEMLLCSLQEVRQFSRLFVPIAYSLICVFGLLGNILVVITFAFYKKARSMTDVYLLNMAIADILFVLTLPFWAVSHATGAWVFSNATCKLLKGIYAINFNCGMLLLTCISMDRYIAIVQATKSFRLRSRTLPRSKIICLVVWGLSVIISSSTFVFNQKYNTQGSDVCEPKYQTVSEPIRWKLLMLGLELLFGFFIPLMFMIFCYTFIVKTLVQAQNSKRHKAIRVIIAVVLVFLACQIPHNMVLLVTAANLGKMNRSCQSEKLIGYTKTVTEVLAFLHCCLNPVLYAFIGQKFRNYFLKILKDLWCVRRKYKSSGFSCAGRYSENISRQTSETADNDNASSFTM
CXCR6 inh = blocks human CXCR6 beta-arrestin recruitment | actives 0.36% (n = 360,000) | CHO-K1 PathHunter CXCR6 beta-arrestin, luminescence | inhibition, % at 20 µM | O00574; in the data active means inhibition above about 34%, passing the limit was not always enough;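 further: antagonist mode with CXCL16 agonist at 10 nM final; 0% = 10 nM CXCL16 with DMSO and 100% = unstimulated wells without agonist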
Target sequence (O00574 whole entry, looked up): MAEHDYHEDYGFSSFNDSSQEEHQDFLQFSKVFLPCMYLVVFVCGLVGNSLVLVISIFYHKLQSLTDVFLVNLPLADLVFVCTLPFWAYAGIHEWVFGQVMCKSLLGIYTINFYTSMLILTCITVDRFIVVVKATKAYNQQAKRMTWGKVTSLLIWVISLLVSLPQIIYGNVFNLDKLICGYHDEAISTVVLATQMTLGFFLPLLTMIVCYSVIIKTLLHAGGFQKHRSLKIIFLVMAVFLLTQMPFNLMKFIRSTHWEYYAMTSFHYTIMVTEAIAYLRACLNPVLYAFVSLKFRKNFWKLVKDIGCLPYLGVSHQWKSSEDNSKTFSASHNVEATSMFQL
tim23-1 inh = growth inhibitors of tim23-1 mutant yeast | S. cerevisiae tim23-1 growth, BacTiter-Glo luminescence, 24 h | inhibition, % at 20 µM | actives 1.3% (n = 330,000);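 active means growth inhibition of the mutant yeast at or above 50%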;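 further: temperature-sensitive mutant grown at 25 °C; plate controls were DMSO-treated mutant yeast for no effect and medium wells lacking yeast for full effect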
CHOP UPR activ = apoptotic UPR (CHOP) activation; activation, % at 10 µM; actives 0.34% (n = 330,000); CHO-CHOP luciferase reporter, luminescence; percent of tunicamycin response over DMSO baseline; AID 449763;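 active means at 10 µM dose, activation of 40% or more, normalized to positive control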;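 further: 100% = tunicamycin at 10 µg/mL and 0% = DMSO alone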
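Test system: CHO CHOP reporter cells. Input: 500 CHO-CHOP cells per well. Medium: F12 with 10% FBS. Technique: luciferase luminescence. Measure: percent activation relative to tunicamycin control. Dosing: 10 µM compound, 0.5% DMSO. Timing: 16-18 h cell attachment, then 6 h compound exposure, 37 °C.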
APJ agonist = APJ receptor agonism. P35414. CHO-K1 APJ PathHunter beta-arrestin, luminescence; 0% DMSO wells, 100% apelin. activation, % at 20 µM. actives 0.11% (n = 330,000). AID 2520;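 active means activation more than six SD over the plate average, tested at 20 µM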;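 further: 0% = DMSO alone and 100% = apelin-13 at 10 nM; some results filed as inactive read as strong as hits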
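Material: engineered CHO-K1 APJ arrestin reporter cells; amount: 1000 CHO-K1 reporter cells seeded per well; incubation: compound stimulation 90 min at 25 °C, detection 60 min; signal: luminescent beta-gal fragment complementation, chemiluminescent substrate; read-out basis: APJ agonist activity; controls: DMSO-only wells as negative, 10 nM Apelin-13 as positive control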
Mdm2-MdmX inh = human Mdm2/MdmX binding inhibition; actives 3% (n = 330,000); inhibition, % at 8 µM; SaOS-2 split-luciferase Mdm2/MdmX complementation, luminescence; O15151+Q00987;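 active means inhibition of at least 50% at 8 µM in the primary screen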
EBI2 block = blocks human EBI2 receptor beta-arrestin signaling; EBI2 beta-arrestin recruitment, luminescence, 7a,25-OHC stimulated; actives 0.81% (n = 360,000); P32249; inhibition, % at 5 µM; AID 651636; in the data active means inhibition above about 38%;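 further: enzyme fragment complementation signal reports receptor beta-arrestin coupling in cells; 0% = agonist plus DMSO wells and 100% = wells without agonist; some results beyond the cut were filed as inactive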
* marks the source's active call; other numbers are inactive results; x = not tested or not shown. This is a subset; count on the stated rates, not on these rows.

SMILES	XBP1 UPR activ	APJ antag	CCR6 antag	CXCR6 inh	tim23-1 inh	CHOP UPR activ	APJ agonist	Mdm2-MdmX inh	EBI2 block
O=c1oc2cc(OCc3c(F)cccc3Cl)ccc2cc1-c1ccccn1	0	-3	27	6	-26	2.5	3	-16	3
COCCN1CCN(C(=O)c2cc(COc3ccc(F)c(F)c3)on2)CC1	-1	-1	14	1	8	1.2	-3	-7	-14
CCOC(=O)c1cccc(N2C(=O)C3C4C=CC(CC4)C3C2=O)c1 (configuration not stated)	-5	10	6	6	14	-1.1	-2	-11	5
COc1ccc(-n2[nH]c(C)cc2=O)cc1	-1	-3	-4	10	18	-4.7	0	-13	-8
O=C1Nc2ccccc2/C1=N\N=C\c1ccc(O)c(O)c1	-2	34	35	32	7	-1.9	-1	8	0
COC(=O)c1ccccc1NC(=O)CN(C)S(=O)(=O)c1ccc(OC)cc1	-6	7	15	2	40	-0.6	-4	16	7
Cn1c(CNc2nc3ccccc3n2C)nc2ccccc21	1	6	5	8	-28	-0.3	-5	-30	0
CC1=C(C(=O)Nc2ccccc2)C2(CCCCC2)C(C(N)=O)C(=S)N1 (configuration not stated)	-1	1	15	1	4	2.2	-3	15	0
COc1cc(C(CCN2CCOCC2)c2c(OC)cc(OC)c3c2OC(=O)CC3c2ccc(N(C)C)cc2)cc(OC)c1OC (configuration not stated)	3	-2	5	11	-16	-1.8	3	10	1
O=C(COC(=O)C1(c2ccccc2F)CCCC1)N1CCOCC1	-3	7	12	1	11	-0.2	2	23	-2
O=C(c1cccnc1)N1N=C(C2CC2)CC1(O)C(F)(F)F (configuration not stated)	1	5	19	-1	0	4.4	-2	7	8
CCn1c(O)c(C=Nc2ccccc2)sc1=S	-1	12	20	x	17	3.6	-3	-108	x
COCc1ccc(C(=O)NC2CCCN(Cc3ccccc3F)C2)o1 (configuration not stated)	-3	12	7	-5	-11	0.3	-5	22	-3
CCC(/C=N/NC(=O)C(N)=O)CC	3	14	15	-7	0	-1.6	-2	14	-9
Cn1nc(C(=O)Nc2cccnc2)c2ccccc2c1=O	3	-13	-7	2	15	-0.3	-23	20	-7
C#CCOCCOCCOCCNc1nc(N2CCN(C(=O)Cn3cc(CC(C)O)nn3)CC2)nc(N2CCN(C(=O)Cn3cc(CC(C)O)nn3)CC2)n1 (configuration not stated)	3	10	-2	-6	-4	-2.6	-7	-4	-10
N#CCSc1nnc(Cc2ccc3c(c2)OCO3)o1	0	-6	-4	0	7	-0.9	13	6	-12
O=C(NCCN1C(=O)S/C(=C/c2cccnc2)C1=O)C1CC(=O)N(Cc2ccccc2)C1 (configuration not stated)	-2	2	-4	2	15	3.0	-3	-9	7
Cc1cc(NCC2CCCO2)n2c(nc3ccccc32)c1C#N (configuration not stated)	-1	-9	5	4	26	0.0	-2	-8	-10
Cc1ccc(C(=O)OCC(=O)NC(=O)NCc2ccccc2)cc1C	-3	-2	4	6	-10	-2.1	-3	-10	-1
COc1ccc(NC(=O)COC(=O)Cn2cnc3ccccc3c2=O)c(OC)c1	-1	16	-4	4	-7	1.3	-1	18	-1
O=c1[nH]c(C2CCN(S(=O)(=O)/C=C/c3ccccc3)CC2)nc2c1nnn2Cc1ccccc1	-7	20	-5	20	10	1.1	-2	13	36
O=S(=O)(/N=S1/CC=CCN1S(=O)(=O)c1ccccc1)c1ccccc1 (configuration not stated)	1	-5	-11	6	13	-1.0	-2	1	6
CC(=O)NC(Cc1c[nH]c2ccccc12)C(=O)Nc1ccc2c(c1)OCO2 (configuration not stated)	-4	-2	-12	-3	-17	-0.9	-1	-3	-5
COC(=O)c1cnn(-c2ccccc2)c1-n1cccc1C=O	-1	5	12	2	18	2.6	0	29	2
c1ccc2c(c1)nc(N1CCOCC1)c1ccccc12	1	8	6	-4	25	2.7	-2	18	9
Cc1ccc(C)c(OCc2nnc(SCC(=O)NC(=O)NCc3ccco3)o2)c1	-1	8	11	-4	12	-1.2	-3	7	-4
CCn1c(=O)c2cc(C(=O)N(C)c3ccccc3F)sc2c2ccccc21	7	-14	8	8	38	0.2	-2	23	2
Cc1ccc(C)c2sc(NC(=O)C3CC3)nc12	3	7	0	-2	38	0.6	-2	22	1
COc1cc(/C=C2/SC(=S)N(CC(=O)O)C2=O)ccc1OC(=O)c1ccco1	-1	-5	25	8	21	5.8	-3	28	4
S=C1N(c2ccccc2)CN(CCN2CCOCC2)CN1c1ccccc1	0	10	17	1	12	0.6	-5	-12	-10
CCc1ccc(NC(=O)C(=O)c2ccccc2NC(C)=O)cc1	1	10	2	-4	-18	2.5	-5	-89	-8
Cc1c(NC(=O)/C(C#N)=C/c2cccs2)c(=O)n(-c2ccccc2)n1C	-4	2	-7	1	13	-1.3	-2	1	3
CCN(CC)c1ccc(NC(=O)CN2CCN(CC(=O)Nc3ccccc3OC)CC2)cc1	-11	5	-3	-5	0	0.8	1	26	6
Cc1cc(OC(=O)c2cccs2)ccc1C(C)C	2	17	7	-4	15	4.3	-4	32	11
Cc1ccc2c(c1)-c1c(cnn1CC(=O)N(CCC#N)c1ccccc1)CO2	2	11	9	-3	11	-2.9	-4	-6	4
CC(CNc1ccccc1O)C(=O)O (configuration not stated)	-1	-45	1	-10	7	-2.3	1	11	-14
CCCCN(CCCC)CC(O)COc1ccccc1C(=O)Nc1ccccc1 (configuration not stated)	-2	8	2	1	-11	-0.4	-3	19	1
Fc1ccc(C2N(c3ccccc3)C(=S)N3CCCN23)cc1 (configuration not stated)	-1	-3	15	4	26	0.3	-2	23	-8
COC(=O)CSc1ccnc2cc(Cl)ccc12	-1	-6	-7	-10	25	-0.2	3	0	-1
CCOC(=O)[C@H]1[C@H]2COc3ccc(C)cc3[C@@H]2N2C(=O)c3cc(Cl)ccc3NC(=O)[C@@]12C	-3	-5	4	10	34	-0.2	1	21	-11
Cc1ccc(NC2(c3nnnn3-c3c(C)cccc3C)CCCCC2)cc1	0	20	6	16	23	1.3	-4	3	38
CCOc1ccc(C(C)=O)cc1CSc1nnc(-c2ccncc2)n1CCOC	-4	9	-1	4	15	-1.7	-3	4	-8
COc1ccc(S(=O)(=O)N(CC(=O)NCc2ccco2)C2CCCCC2)cc1OC	-3	14	-1	-9	15	-1.4	6	18	-10
Cc1cccc(NC(=O)CSc2nnc(C3CC3)n2CC2CCCO2)c1C (configuration not stated)	-7	14	5	8	7	0.0	1	-8	0
Cc1cccc2cc(CN(Cc3ccco3)C(=O)Nc3cccc(C#N)c3)c(Cl)nc12	0	-1	14	3	30	0.6	-2	38	32
Cc1oc(-c2ccccc2F)nc1CS(=O)(=O)CC(=O)NCCN(C)C1CCCCC1	-2	6	14	-4	-5	-1.0	-2	3	4
Cc1csc(NC(=O)CSc2nnc(-c3ccco3)n2C)n1	4	-11	16	-4	4	-2.2	0	3	-6
CC(C)OC(=O)c1c(NC(=O)c2ccco2)sc2c1CCCC2	2	0	14	-23	10	-0.4	1	18	6
Fc1cccc(/C=N/Nc2cc(N3CCOCC3)ncn2)c1	-5	13	-3	-10	7	2.6	-2	23	12
O=C(Nc1ccc(N2CCCC2)cc1)c1ccc(Cl)cc1Cl	4	7	11	-11	-1	2.3	1	-30	-12
COc1ccc(N(C(=O)c2cnccn2)C(C(=O)NC2CCCCC2)c2ccc(Cl)cc2)cc1 (configuration not stated)	3	1	0	-2	0	2.3	-3	-2	-15
O=C(Nc1nnc(Cc2c[nH]c3ccccc23)s1)c1ccc(Cl)cc1Cl	0	-16	-14	2	16	3.0	5	1	-4
COc1ccccc1C(=O)NCCC(=O)N1CC(=O)Nc2ccccc21	1	-3	21	1	7	-0.7	6	18	-2
CCN1CCN(CC(=O)Nc2ccc(C(C)=O)cc2)CC1	0	-2	3	-2	9	-1.1	-5	8	-5
CC(C)(C)C(=O)Nc1cc(S(=O)(=O)N2CCCCC2)ccc1N1CCCCC1	-3	-9	12	2	25	0.9	-3	-11	10
CCOc1cc(NC(=S)Nc2ccc(Cl)cc2)c(OCC)cc1NC(C)=O	1	14	9	4	26	3.6	-3	-19	9
Cc1noc(C)c1S(=O)(=O)NCc1ccc2c(c1)OCO2	-1	1	-1	6	11	0.1	5	3	-1
CC(Sc1nnc(CNc2cccc3ccccc23)n1-c1ccccc1)C(=O)N/N=C/c1ccco1 (configuration not stated)	-2	-3	0	-3	12	-0.8	-1	-1	-2
Cn1ccnc1SCC(=O)Nc1cccc(S(=O)(=O)N2CCCCC2)c1	-2	-1	19	0	10	-4.2	-3	14	2

Next part
SMILES	XBP1 UPR activ	APJ antag	CCR6 antag	CXCR6 inh	tim23-1 inh	CHOP UPR activ	APJ agonist	Mdm2-MdmX inh	EBI2 block
COc1cccc(CNC(=O)CSc2nnc3c(n2)[nH]c2ccc(C)cc23)c1	0	-5	35	5	-9	-0.4	0	15	0
Cc1cccc2nc(COc3ccc(Cl)c4cccnc34)cn12	0	7	5	4	44	1.7	-3	-18	10
CCCCn1c(-c2cccnc2)nc2cc3[nH]c(=O)c(C(C)C)nc3cc21	6	-21	-7	-2	7	2.1	10	31	11
O=C(NC1(C(F)(F)F)C(=O)Nc2c1c(=O)[nH]c(=O)n2Cc1ccccc1)c1ccc(Cl)cc1 (configuration not stated)	2	18	-2	0	2	-2.8	-1	1	5
O=C(CSc1nc2ccccc2c(=O)n1Cc1ccco1)c1ccc(F)cc1	-1	-3	13	6	-4	1.3	-6	-6	-1
O=C(O)CCCCCNS(=O)(=O)c1ccc(Cl)cc1	-1	-36	-2	-18	6	-0.9	-2	1	-5
CCCN=Cc1c(CCC)[nH]n(-c2nc3ccccc3s2)c1=O	0	26	9	7	48	0.8	-5	-17	-4
Cc1ncc(CCl)c2c1OC(C)(C)OC2	-1	4	0	-2	5	-0.1	11	23	5
CCOC(=O)C(C(C)C)C(N)Cc1ccc(F)cc1 (configuration not stated)	0	10	16	11	18	-2.9	-4	5	3
COc1ccc(-c2noc(CN(C(=O)c3ccc(OC(C)=O)cc3)C(C)C)n2)cc1OC	2	-1	1	-5	19	-0.3	-3	2	1
Cn1c(N)c(C(=O)COC(=O)C2(c3ccc(F)cc3)CCCC2)c(=O)n(C)c1=O	-4	21	5	-5	5	0.3	-1	21	-4

Profiles as entered above:
O=C(Nc1ccc(N2CCCC2)cc1)c1ccc(Cl)cc1Cl in the list: XBP1 UPR activ = 4; APJ antag = 7; CCR6 antag = 11; CXCR6 inh = -11; tim23-1 inh = -1; CHOP UPR activ = 2.3; APJ agonist = 1; Mdm2-MdmX inh = -30; EBI2 block = -12
Cc1ccc(NC2(c3nnnn3-c3c(C)cccc3C)CCCCC2)cc1 in the list: XBP1 UPR activ = 0; APJ antag = 20; CCR6 antag = 6; CXCR6 inh = 16; tim23-1 inh = 23; CHOP UPR activ = 1.3; APJ agonist = -4; Mdm2-MdmX inh = 3; EBI2 block = 38
